GPR151 ag = activators of human GPR151. PathHunter beta-arrestin GPR151 cells, luminescence. Q8TDV0. hit rate 1% among 650,000. activation, % at 11.2 µM; in the data active means activation above about 4.9%;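 further: 0% = median of compound wells and 100% = cells with positive control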
Target sequence (Q8TDV0 whole entry, looked up): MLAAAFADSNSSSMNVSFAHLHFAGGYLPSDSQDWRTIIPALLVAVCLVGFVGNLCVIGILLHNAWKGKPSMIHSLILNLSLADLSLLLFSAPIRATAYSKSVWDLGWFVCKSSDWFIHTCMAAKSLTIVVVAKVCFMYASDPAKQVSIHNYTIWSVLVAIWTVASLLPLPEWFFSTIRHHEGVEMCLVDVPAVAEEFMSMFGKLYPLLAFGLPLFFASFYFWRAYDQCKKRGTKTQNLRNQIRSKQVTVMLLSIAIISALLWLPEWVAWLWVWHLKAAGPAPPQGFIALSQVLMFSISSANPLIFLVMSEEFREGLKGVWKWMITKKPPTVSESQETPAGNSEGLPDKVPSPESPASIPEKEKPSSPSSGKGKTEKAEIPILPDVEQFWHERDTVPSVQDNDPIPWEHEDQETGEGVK
FBW7 activator = human FBW7 E3 ligase activation, primary screen | Q969H0 | AlphaScreen FBW7–phospho-cyclin E peptide binding, activator screen | normalized activity (activation), % at 26.1 µM | hit rate 0.13% among 650,000 | AID 1259310; in the data active means normalized activity above about 1.9%;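 further: purified mutant Fbw7 with reduced substrate affinity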
TEAD-YAP block = TEAD-YAP interaction inhibition; hit rate 1.4% among 640,000; AID 1259422; HEK-TIYL cells, TEAD-Gal4/YAP UAS-luciferase luminescence; inhibition, % at 9.12 µM; in the data active means inhibition above about 32%;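 further: 0% = median of test compound wells and 100% = reference inhibitor wells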
MITF inh = human MITF inhibition, primary screen; O75030; AlphaScreen MITF homodimerization, bead proximity signal; inhibition, % at 2.6 µM; hit rate 0.91% among 650,000; AID 1259374; in the data active means inhibition above about 50%;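 further: 0% = vehicle wells with protein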
Target sequence (O75030 whole entry, looked up): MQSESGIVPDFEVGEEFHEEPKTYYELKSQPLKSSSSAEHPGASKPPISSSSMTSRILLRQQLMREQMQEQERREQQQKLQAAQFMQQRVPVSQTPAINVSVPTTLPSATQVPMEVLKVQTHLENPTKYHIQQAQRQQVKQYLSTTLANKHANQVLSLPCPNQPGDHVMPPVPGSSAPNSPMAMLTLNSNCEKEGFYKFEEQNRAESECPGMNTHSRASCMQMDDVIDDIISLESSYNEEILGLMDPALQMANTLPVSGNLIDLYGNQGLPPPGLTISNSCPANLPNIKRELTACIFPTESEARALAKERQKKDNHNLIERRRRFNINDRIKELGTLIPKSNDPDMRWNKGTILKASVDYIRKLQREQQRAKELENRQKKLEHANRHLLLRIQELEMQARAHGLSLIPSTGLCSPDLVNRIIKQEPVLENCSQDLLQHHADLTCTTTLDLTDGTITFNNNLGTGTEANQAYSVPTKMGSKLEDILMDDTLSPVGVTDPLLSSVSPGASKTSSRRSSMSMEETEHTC
An asterisk follows results filed as active.

Molecule,GPR151 ag,FBW7 activator,TEAD-YAP block,MITF inh
CCN(C(=O)Cn1cnc2ccccc21)c1cccc2ccccc12,1.0,0.0,13.7,-0.7
CN1C(=O)NC(=O)/C(=C\c2cccc(O)c2)C1=O,0.2,-0.5,6.3,2.8
COC(=O)C1=C(C)NC(SCC(=O)Nc2cccc(Cl)c2)=C(C#N)C1c1ccccc1Cl (stereo unspecified),-1.0,0.5,-3.2,-3.0
CN(C)c1ccc(C(=O)CC2(O)C(=O)Nc3ccccc32)cc1 (stereo unspecified),-0.4,0.1,-9.0,10.6
CN=C1S/C(=C\c2cc(Cl)c(OCc3cccc(I)c3)c(OC)c2)C(=O)N1C,0.6,0.0,1.0,5.5
Cc1nc2sc(C(=O)NCc3cccnc3)c(C)c2c(=O)[nH]1,0.2,-0.1,0.4,-9.1
COc1ccc(NC(=O)c2c(NCc3ccc(OC)c(OC)c3)sc3c2CCCCC3)cc1,1.5,-0.1,-54.5,1.8
CC1CCCN(C(=O)CSc2nnc(NC3CCCCC3)s2)C1 (stereo unspecified),1.6,0.0,-3.8,0.1
C[C@@H](O)[C@@H]1NC(=O)[C@@H]2C[C@H](NC(=O)c3cccc4ccccc34)CN2C1=O,2.1,0.2,-7.1,-2.1
Cc1cccc(C)c1NC(=O)C1CCCN(S(=O)(=O)c2c(C)noc2C)C1 (stereo unspecified),-0.1,-0.1,4.3,-5.8
CCOc1ccc(Nc2ncc(C(=O)OC)c3ccccc23)cc1,-1.3,0.3,-4.8,-12.7
CCOc1ccc(Br)cc1S(=O)(=O)/N=C(/c1ccccc1)N1CCCC1,-1.6,0.0,3.8,-2.4
Cc1nc2ccccc2c(=O)n1NC(=O)c1ccco1,1.5,0.0,2.2,12.6
CC1CCN(C(=O)CN2C(=O)c3cccc4cccc(c34)C2=O)CC1,-0.2,0.0,10.0,1.9
CCn1ccc(C(=O)N(Cc2cccnc2)c2nc3c(C(C)C)cccc3s2)n1,1.3,-0.1,-2.5,3.1
CC1CCc2c(sc(Nc3nc4c(F)cccc4s3)c2C(N)=O)C1 (stereo unspecified),0.6,0.1,-8.1,-0.4
CC(C)(C)n1nnnc1C(c1cccs1)N1CCN(Cc2ccccc2)CC1 (stereo unspecified),-0.1,0.2,2.1,13.4
COc1ccc(CN2CCN(S(=O)(=O)c3ccc(C)cc3)CC2)cc1Br,1.0,-0.1,-17.1,48.4
CC(C)c1onc(C(=O)N2C(C)CCCC2C)c1[N+](=O)[O-] (stereo unspecified),-0.4,0.0,2.5,-11.8
COc1cc2cc3c(N)c(C(=O)NCCc4c[nH]c5ccccc45)sc3nc2cc1OC,0.2,0.0,16.7,18.3
CCOC(=O)Cc1csc(NC(=O)COc2cc(C)c(Cl)c(C)c2)n1,2.5,-0.1,-4.1,3.0
COCCNC(=O)c1nnc2n(c1=O)CCN2c1ccc(C)cc1,-1.4,0.2,1.8,-9.0
O=C(CSc1nnc(N2CCN(c3ccccc3)CC2)s1)c1ccccc1,-1.0,0.4,-24.1,11.9
CCOC(=O)C1=CN(C(C)C)C=C(C(=O)OCC)C1c1cccc(OC)c1,0.5,8.5*,-2.0,-41.7
CCOC(=O)c1sc(NC(=O)COc2cc(Cl)ccc2Cl)c(C(=O)OCC)c1C,-0.7,-0.1,0.1,-8.2
O=C(Nc1nnc(-c2ccc(Cl)cc2)o1)NC1CCCCC1,-0.7,0.2,3.5,9.1
COC(=O)c1nnn(-c2nonc2N)c1C(C)C,-0.7,0.0,4.3,19.1
CCOC(=O)C(=O)Nc1nnc(C(CC)CC)s1,-0.5,-0.2,-0.1,12.1
COc1ccc(CC(=O)Nc2ccc(F)c(F)c2)cc1,0.8,0.1,-14.9,4.6
COc1ccc(CNC(=O)Cc2nc(-c3ccc(OC)cc3)no2)cc1,0.1,-0.1,7.5,-4.4

Part of the list above, showing only FBW7 activator, TEAD-YAP block and MITF inh.
Molecule	FBW7 activator	TEAD-YAP block	MITF inh
CCOC(=O)C1=CN(C(C)C)C=C(C(=O)OCC)C1c1cccc(OC)c1	8.5*	-2.0	-41.7
COCCNC(=O)c1nnc2n(c1=O)CCN2c1ccc(C)cc1	0.2	1.8	-9.0
CC(C)c1onc(C(=O)N2C(C)CCCC2C)c1[N+](=O)[O-] (stereo unspecified)	0.0	2.5	-11.8

Later entries:
Molecule,GPR151 ag,FBW7 activator,TEAD-YAP block,MITF inh
COc1cc(/C=N/Nc2cccc(C)c2)cc([N+](=O)[O-])c1O,-2.0,0.0,4.2,1.9
O=C(Cc1cccs1)NCc1cccc(CNC(=O)Cc2cccs2)c1,-1.6,0.0,7.8,9.8
CCOc1cc(CNCc2c(C(=O)O)[nH]c3cc(OC)ccc23)cc(OCC)c1OCC,3.6,-0.1,5.0,3.5
N[C@@H](Cc1ccc(Br)cc1)C(=O)N1CCCC(c2nc(-c3ccncc3)no2)C1 (stereo partly specified),1.8,0.9,0.6,13.7
COc1ccc2cc(Br)ccc2c1CC(=O)NC(C)C,1.1,-0.1,11.8,-14.9
COc1ccc(C(=O)NNc2ncnc3c2cnn3C)cc1OC,1.5,-0.1,3.9,-86.3
C=CCSc1nnc2c(n1)OC(c1ccccn1)N(C(C)=O)c1ccccc1-2 (stereo unspecified),-0.3,0.0,-5.1,9.4
Cc1ccc(C(=O)CC(Nc2ccc(F)cc2)c2ccc(Cl)cc2)cc1 (stereo unspecified),1.5,-0.1,-18.0,-6.0
CCC1CCCCN1C(=O)CSc1nc2ccccc2c(=O)n1Cc1ccco1 (stereo unspecified),-0.2,0.2,-5.1,14.5
Cc1cccc(O)c1N=Cc1ccc([N+](=O)[O-])cc1,-0.3,-0.1,-4.0,-4.2
CSc1ccc(/C=C(\NC(=O)c2ccccc2)C(=O)N2CCCCCC2)cc1,-0.6,-0.1,0.1,10.9
Cc1ccc(SCCCn2cncn2)cc1,0.1,-0.1,12.4,24.0
COc1cccc(CNC(=O)c2c(C(F)(F)F)nc3ccc(C)cn23)c1,1.8,1.0,-2.4,8.5
Cc1ccccc1CSc1nc2[nH]ncc2c(=O)[nH]1,0.1,0.0,-7.0,4.8
COc1ccccc1C(=O)Oc1cccc(NC(=O)C2CC(=O)N(c3ccccc3)C2)c1 (stereo unspecified),0.1,0.0,4.8,13.2
COc1cc(C)c(CN2CCN3CCCC3C2C)cc1C (stereo unspecified),-1.0,-0.1,-6.2,-6.0
CCCc1nnc(NC(=O)CCCOc2ccccc2)s1,0.5,-0.1,-1.8,-8.3
CN(Cc1ccccc1)C(=O)c1cc2c(s1)-c1ccccc1S(=O)(=O)C2,-0.5,0.1,-6.0,0.6
Cn1c(N)c(C(=O)COC(=O)c2ccc[nH]c2=O)c(=O)n(C)c1=O,-1.5,0.5,-7.7,14.6
N#Cc1ccc(NC(=O)CCc2ccc(S(=O)(=O)N3CCOCC3)cc2)cc1,-1.6,-0.1,-1.2,-8.4
COC(=O)c1cc(Br)ccc1NC(=O)c1ccccc1Cl,-0.4,0.0,5.2,7.0
O=C(CNC(=O)c1ccc(Cl)cc1)NNc1c(F)c(F)cc(F)c1F,0.4,0.2,5.4,7.5
Cn1c(C(C#N)c2nc(C#N)c(C#N)nc2Cl)nc2ccccc21 (stereo unspecified),0.7,0.0,9.1,-1.6
N#C/C(=C\c1c(Oc2ccc(F)cc2)nc2ccccn2c1=O)C(=O)NCc1ccco1,-5.9,-0.1,1.4,6.7
CC1(C)CC(=O)C2=C(C1)OC(N)=C(C#N)C2C1CCCCC1 (stereo unspecified),0.0,0.0,-2.6,-1.4
CCCCn1c(=N)c(S(=O)(=O)c2ccc(C)cc2)cc2c(=O)n3ccccc3nc21,-0.7,-0.1,-10.8,2.7
COc1ccc(/C=C/C(=O)Nc2ccc(NC(C)=O)cc2)cc1,1.3,-0.2,-43.4,-0.5
CCOc1ccc(C(=O)c2cccs2)cc1,0.1,0.7,-78.9,2.9
CCN(CC)C(=O)Cc1cn(C)c2ccccc12,0.5,-0.1,-15.7,-7.6
CCCCNC(=O)CCN1C(=O)C(C)Oc2ccc(C)cc21 (stereo unspecified),0.7,0.1,-3.0,-2.6
OCCC1CN(Cc2ccn[nH]2)CCN1Cc1ccc(F)c(F)c1 (stereo unspecified),0.0,-0.1,1.8,-6.4
Nc1ncnc(NNC(=O)CNC(=O)c2c(F)cccc2Cl)c1[N+](=O)[O-],-0.9,0.2,-2.3,15.5
Cn1nc(CC(=O)Nc2ccc(F)cc2Cl)c2ccccc2c1=O,0.6,-0.1,45.8*,-13.0
O=CN1CCN(CCC(=O)Nc2ccccc2)CC1,5.1*,-0.3,2.8,-3.9
O=C(O)CCCN=CC1=C(O)c2ccccc2C1=O,-2.4,0.0,-4.7,3.8
O=c1c2c(-c3ccc(F)cc3)csc2ncn1-n1cccc1,-1.3,-0.2,-9.3,-9.6
CCCCN=C(CCC)C1=C(O)C(C(=O)OC)C(C)(C)CC1=O (stereo unspecified),0.2,0.7,4.4,14.8
Cc1ccc(C(c2c(O)nc(C)[nH]c2=O)c2c(O)nc(C)[nH]c2=O)cc1,2.2,0.1,-4.3,9.6
CCOc1ccccc1NC(=O)C1CCN(S(=O)(=O)c2cccc3cccnc23)CC1,-0.3,0.1,6.9,1.8
O=C1c2ccc([N+](=O)[O-])cc2C(=O)N1C1c2ccccc2Oc2ccccc21,-0.7,-0.1,-2.0,32.5
COc1ccc(S(=O)(=O)NC(N)=NCCc2ccccc2)cc1,0.8,0.0,-2.5,-13.2
CC(=O)c1c(C)[nH]c(C(=O)OCC(=O)NC(C)c2ccccc2)c1C (stereo unspecified),0.5,-0.1,7.2,-10.4
CC(=O)NC(NC(C)=O)c1ccc(N(C)C)cc1,1.1,0.1,-4.2,15.1
COc1ccccc1NS(=O)(=O)c1ccc2c(c1)C(C)(C)C(=O)N2C,-0.7,-0.2,-1.4,13.8
Cc1ccc(C2CC(C(F)(F)F)n3nc(C(=O)NCc4ccc5c(c4)OCO5)cc3N2)cc1 (stereo unspecified),0.9,-0.1,-2.5,-1.0
Cc1cnc(NC(=O)Cc2c[nH]c3ccccc23)s1,0.0,0.0,-25.9,1.9
CCOC(=O)CCCNCc1ccc(F)cc1,-0.6,0.0,-8.4,0.5
Cc1ccc(NC(=O)c2ccc(NC(N)=O)cc2)cc1S(=O)(=O)N(C)C,-2.3,0.4,-10.3,-1.1
COc1cccc(CN2CCN(C/C=C/c3ccccc3)CC2CCO)c1 (stereo unspecified),0.1,0.2,9.4,3.6
O=C(Oc1ccccc1)n1c(=O)oc2cc(S(=O)(=O)N3CCOCC3)ccc21,-0.6,0.0,7.1,1.0
O=C(NCc1ccccc1)C1CC12CCN(C(=O)C1=CCCCC1)CC2 (stereo unspecified),-0.1,0.0,9.2,5.2
CC1CCN(C(=O)C(C)n2ncn3cccc3c2=O)CC1 (stereo unspecified),0.6,-0.2,1.6,1.8
Cc1ccc(OCCNC(=O)COc2ccc(C(C)(C)C)cc2)cc1,-1.0,-0.1,2.1,0.8
O=C1OC(c2cccc(Br)c2)=N/C1=C/c1ccccc1[N+](=O)[O-],0.0,-0.1,8.1,20.9
N/C(=N/OCc1cccc([N+](=O)[O-])c1)c1nonc1N,-0.6,0.5,-8.7,12.9
COC(=O)C1CCCCN1C(=O)c1cc(CCc2ccccc2)no1 (stereo unspecified),1.9,0.1,-53.3,13.6
COc1cc(/C=N\NC(=O)c2ccccn2)ccc1O,-2.9,-0.2,-35.2,-3.6
CCCNC(=O)c1csc(N2CCN(Cc3ccc4c(c3)OCO4)CC2)n1,-0.2,-0.2,5.1,4.5
Nc1nc(-c2ccc(N3CCOCC3)nc2)nc2c1ncn2C1CCCCC1,-1.6,0.6,-34.6,6.0
COCc1cc(C)n(CC(=O)Nc2ccc(OC)c(Cl)c2)c(=O)c1C#N,0.7,-0.1,8.7,4.7

New compounds follow:
Molecule,GPR151 ag,FBW7 activator,TEAD-YAP block,MITF inh
O=C(O)/C=C\C(=O)NNC(=O)c1ccncc1,-0.6,0.2,-4.5,13.4
O=C(Cn1cnc2c(oc3ccccc32)c1=O)N1CCCCC1,-0.6,-0.1,-0.9,9.7
CC(=O)/C(=C\c1ccc(Br)cc1)C(=O)Nc1ccccc1,1.7,0.0,3.4,7.3
O=C(COC(=O)c1cc(=O)c2ccccc2o1)NCc1ccccc1,-0.6,-0.1,0.4,3.5
Cc1ccc(C)c(OCC(=O)O/N=C(\N)c2ccc(Br)cc2)c1,1.4,-0.2,-6.8,-1.6
COc1c(Cl)cc(Cl)cc1C=NC(=O)CC#N,1.7,0.2,-15.0,23.5
Nc1cc(N)nc(SCC(=O)Nc2cccc(Br)c2)n1,-0.4,0.0,4.5,5.2
COc1ccc(CNc2nc(SCC(=O)NCCc3ccc(S(N)(=O)=O)cc3)nc3ccccc23)cc1,-0.3,0.0,17.2,8.4
COc1ccc(C(C)(C)C)cc1S(=O)(=O)NC1CC(C)(C)NC(C)(C)C1,0.8,-0.2,-3.8,-10.0
O=C(CSc1ccc(F)cc1)Nc1cc(Cl)ccc1O,6.4*,-0.1,9.8,12.8
CCC(C(=O)NC(CC(=O)O)c1ccc(Cl)cc1)c1ccccc1 (stereo unspecified),-0.1,0.1,9.0,7.6
Cc1ccc2nc(-c3cccc(NC(=O)c4ccc(-c5ccc(C)c(Cl)c5)o4)c3)oc2c1,-2.1,0.2,-13.0,16.5

Screening results (PubChem BioAssay)
